APJ agonist: agonists of human apelin receptor APJ, primary screen, CHO-K1 cells, PathHunter beta-arrestin, luminescence; P35414; 0% DMSO wells, 100% apelin; activation, % at 20 µM; actives 0.11% (n = 330,000);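 active = activation more than six SD over the plate average, tested at 20 µM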;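 note: 0% = DMSO alone and 100% = apelin-13 at 10 nM; some results filed as inactive read as strong as hits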
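Material: engineered CHO-K1 APJ arrestin reporter cells; amount: 1000 CHO-K1 reporter cells seeded per well; incubation: compound stimulation 90 min at 25 °C, detection 60 min; signal: luminescent beta-gal fragment complementation, chemiluminescent substrate; read-out basis: APJ agonist activity; controls: DMSO-only wells as negative, 10 nM Apelin-13 as positive control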
697 NFkB inh: inhibitors of PMA/ionomycin-induced NF-kB reporter, 697 cells, primary screen, B-cell NF-kB inhibitor project, cell-based, luminescence, uHTS | 697 B-cell NF-kB luciferase reporter, 16 h | AID 435022, 2010 | inhibition, % at 4 µM | actives 0.33% (n = 330,000); in the data active = inhibition above about 35%
APJ antagonist: antagonists of human apelin receptor APJ, primary screen, CHO-K1 cells, beta-arrestin complementation, luminescence; inhibition, % at 20 µM; actives 0.32% (n = 330,000); AID 2521, 2010;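 active = inhibition above about 40% at 20 µM, limit read from the data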;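 note: cells challenged with 10 nM apelin-13 agonist together with compound; plate controls were apelin-13 plus DMSO wells for no effect and DMSO wells lacking apelin-13 for full effect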
Jurkat NFkB inh: inhibitors of induced NF-kB luciferase reporter, primary screen, TCR NF-kB activation inhibitor project, cell-based, luminescence, uHTS; Jurkat, PMA/ionomycin-induced NF-kB luciferase reporter; actives 0.53% (n = 330,000); inhibition, % at 4 µM; in the data active = inhibition above about 50%
UPR XBP1 act: activators of adaptive XBP1 UPR arm, primary screen, cell-based, CHO-XBP1 luciferase reporter, luminescence, uHTS. IRE1-XBP1 UPR activation; percent of tunicamycin response, DMSO as zero. activation, % at 20 µM. actives 0.33% (n = 330,000);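 active = versus positive control, 20 µM dose yields 30% or more activation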;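 note: 100% = tunicamycin at 10 µg/mL and 0% = DMSO only wells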
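assay system = CHO-XBP1 luciferase reporter cells | amount = 1000 cells/well | buffer or medium = F12 plus 10% FBS | compound dosing = single point, 20 µM final compound, 1% DMSO | incubation = 16-18 h cell attachment at 37 °C, then 6 h compound exposure | detection = Steady-Glo luminescence read | controls = tunicamycin 10 µg/mL and vehicle-only wells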
tim23-1 inh: growth inhibitors of tim23-1 mutant yeast, primary screen, luminescence, uHTS; S. cerevisiae tim23-1 growth, BacTiter-Glo luminescence, 24 h; actives 1.3% (n = 330,000); AID 463212, 2010; inhibition, % at 20 µM;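 active = growth inhibition of the mutant yeast at or above 50%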;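 note: temperature-sensitive mutant grown at 25 °C; plate controls were DMSO-treated mutant yeast for no effect and medium wells lacking yeast for full effect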
UPR CHOP act: activators of apoptotic CHOP UPR arm, primary screen, cell-based, CHO-CHOP luciferase reporter, luminescence, uHTS; UPR activation; percent of tunicamycin response over DMSO baseline; activation, % at 10 µM; actives 0.34% (n = 330,000); AID 449763, 2010;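 active = at 10 µM dose, activation of 40% or more, normalized to positive control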;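 note: 100% = tunicamycin at 10 µg/mL and 0% = DMSO alone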
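assay system = CHO CHOP reporter cells | amount = 500 CHO-CHOP cells per well | buffer or medium = F12 with 10% FBS | incubation = 16-18 h cell attachment, then 6 h compound exposure, 37 °C | detection = luminescence read with Steady-Glo | read-out = percent activation relative to tunicamycin control | controls = tunicamycin high control, DMSO low control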
Mdm2 MdmX PPI: inhibitors of human Mdm2-MdmX association, primary screen, cell-based, luminescence, split luciferase, SaOS-2, uHTS; Protein Mdm4 (Homo sapiens) + E3 ubiquitin-protein ligase Mdm2 (Homo sapiens), …; actives 3% (n = 330,000); inhibition, % at 8 µM; SaOS-2 split-luciferase Mdm2/MdmX complementation;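 active = inhibition of at least 50% at 8 µM in the primary screen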
Target sequence (O15151 whole entry, looked up): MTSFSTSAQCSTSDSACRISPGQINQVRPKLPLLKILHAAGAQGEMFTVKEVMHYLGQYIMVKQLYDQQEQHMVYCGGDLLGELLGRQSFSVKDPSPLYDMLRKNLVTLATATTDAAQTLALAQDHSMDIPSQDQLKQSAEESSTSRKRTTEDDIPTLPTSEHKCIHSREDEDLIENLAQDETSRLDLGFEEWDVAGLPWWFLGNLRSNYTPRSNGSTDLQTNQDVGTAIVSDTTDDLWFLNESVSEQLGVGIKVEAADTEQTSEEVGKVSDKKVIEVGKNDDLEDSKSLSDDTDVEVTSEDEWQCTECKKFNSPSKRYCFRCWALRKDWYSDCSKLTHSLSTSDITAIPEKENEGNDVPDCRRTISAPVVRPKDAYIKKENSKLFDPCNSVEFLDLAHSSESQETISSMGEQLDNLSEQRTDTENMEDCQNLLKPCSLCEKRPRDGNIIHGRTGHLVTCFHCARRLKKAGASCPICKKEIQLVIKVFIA
Target sequence (Q00987 whole entry, looked up): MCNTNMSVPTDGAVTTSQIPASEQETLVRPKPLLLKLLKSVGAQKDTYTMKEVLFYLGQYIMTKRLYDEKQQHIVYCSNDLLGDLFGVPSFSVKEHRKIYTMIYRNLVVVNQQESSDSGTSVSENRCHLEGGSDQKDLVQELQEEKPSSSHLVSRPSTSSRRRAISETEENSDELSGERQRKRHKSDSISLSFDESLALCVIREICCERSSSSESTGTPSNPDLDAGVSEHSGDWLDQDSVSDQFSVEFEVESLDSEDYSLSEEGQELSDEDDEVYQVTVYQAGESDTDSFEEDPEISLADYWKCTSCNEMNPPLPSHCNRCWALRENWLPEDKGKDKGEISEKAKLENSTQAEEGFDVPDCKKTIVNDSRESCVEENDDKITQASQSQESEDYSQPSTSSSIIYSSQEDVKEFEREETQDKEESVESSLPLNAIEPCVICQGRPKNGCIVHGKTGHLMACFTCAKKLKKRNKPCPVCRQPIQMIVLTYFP
* hit, by the source's call.

SMILES | APJ agonist | 697 NFkB inh | APJ antagonist | Jurkat NFkB inh | UPR XBP1 act | tim23-1 inh | UPR CHOP act | Mdm2 MdmX PPI
Cc1nnc(-c2cnn(C)c2N)n1Cc1ccccc1 | 2 | 7 | -15 | 1 | -1 | 5 | 1.2 | 12
CC1=NN(c2ccccc2)C(=O)C1N=Nc1ccccc1 (stereo not drawn) | -3 | -109 | 12 | -101 | 2 | -24 | 3.6 | -282
Cc1cc(=O)oc2cc(Oc3ccc([N+](=O)[O-])cc3[N+](=O)[O-])ccc12 | 13 | 17 | -43 | 0 | -2 | 55* | 1.4 | 60*
O=C(CC1CCCCC1)NCc1ccccn1 | -3 | -12 | 9 | -3 | 1 | 0 | 0.2 | 15
CN(C)S(=O)(=O)c1ccc(C(=O)NCC(=O)N/N=C/c2ccccc2)cc1 | 2 | -6 | -18 | -3 | 0 | 28 | -1.1 | -20
CCN1C(=NCCOC)N[C@@H](c2cccc(C(F)(F)F)c2)C(C(=O)OC)=C1C | -4 | -16 | 10 | 0 | -2 | 1 | 0.0 | 32
COC(=O)c1ccc(OCCOc2ccc(C(=O)OC)cc2)cc1 | 3 | 13 | 6 | -11 | 2 | 2 | -2.2 | -25
O=C(Nc1ccccc1N1CCOCC1)c1cccc(F)c1 | -3 | 0 | -20 | 4 | 2 | 39 | -0.3 | -1
COC(=O)[C@H](Cc1c[nH]c2ccccc12)NC(=O)CCCc1c[nH]c2ccccc12 | -1 | 0 | 0 | 15 | -4 | 4 | 3.4 | 2
CN(c1ccccc1)S(=O)(=O)c1ccc(Cl)c(C(=O)Nc2nc3ccccc3[nH]2)c1 | 2 | -36 | 2 | -5 | -2 | 16 | 4.2 | 29
NS(=O)(=O)c1ccc(CCNC(=O)CCC2COc3ccccc3O2)cc1 (stereo not drawn) | -1 | -7 | 3 | -4 | 0 | -11 | 0.9 | 22
COc1cccc(/C=N/n2c(SC)nnc2-c2ccccc2)c1OC | -4 | 8 | 16 | -12 | 4 | -4 | -0.9 | 20
CCC(NC(=O)c1cncc(Br)c1)c1ccccc1 (stereo not drawn) | -6 | 14 | 4 | -5 | -1 | 1 | -2.0 | -11
CCOC(=O)COc1ccc2c3c(c(=O)oc2c1C)CCC3 | 3 | 4 | 14 | 4 | 1 | 19 | 3.7 | 1
CCc1ccc(NC(=O)c2ccc(OC)c([N+](=O)[O-])c2)cc1 | 6 | -81 | -4 | 8 | 5 | 30 | 5.4 | -17
O=C(CCc1nnc(CCC2CCCCC2)o1)NCc1ccon1 | -3 | 16 | -9 | 8 | -1 | 3 | 2.8 | -7
CCCc1cc(=O)[nH]c(SCC(=O)N2CCc3ccccc3C2)n1 | 1 | -6 | 4 | -7 | 2 | 13 | -0.9 | -7
COC(=O)C(C)NC(=O)C12CC3CC(CC(C3)C1)C2 (stereo not drawn) | 4 | -6 | 1 | -4 | -1 | 6 | -0.5 | 18
CCSc1nc2c(c(=O)[nH]1)C(c1ccncc1)C(C(=O)OC(C)C)=C(C)N2 (stereo not drawn) | -2 | -5 | -1 | -21 | 1 | 14 | 0.2 | 5
Clc1ccc(CNc2ccccn2)cc1 | -1 | 5 | 20 | -2 | -3 | 12 | 2.7 | 23
O=C(O)Cc1ccc(O)c(O)c1 | 5 | 4 | -21 | 9 | 3 | -2 | -0.3 | 8
COc1ccc(N2C(=NC(=O)C3CCCCC3)SC3CS(=O)(=O)CC32)cc1 (stereo not drawn) | -3 | -9 | 18 | -8 | -2 | 11 | 0.3 | 6
CC(=O)Nc1sc2c(c1C(c1ccccc1)N1CCOCC1)CCCC2 (stereo not drawn) | -2 | -8 | 1 | 5 | -2 | 3 | -0.6 | 48
C1CCC(c2nn3c(-c4n[nH]c5c4CCC5)nnc3s2)CC1 | -2 | -5 | 20 | -4 | 3 | 38 | 0.7 | 29
O=C(Nc1cccc(S(=O)(=O)N2CCOCC2)c1)c1ccc(=O)[nH]c1 | -6 | -3 | 7 | 3 | 4 | -8 | -0.2 | 24
COc1cccc(COc2cc3ccccc3nc2C)c1 | 1 | 9 | 4 | 32 | 10 | 23 | 5.4 | -9
CCSc1nnc(NC(=O)c2ccccc2)s1 | -2 | -83 | -2 | -24 | -1 | 30 | 2.9 | -73
CCCS(=O)(=O)N1CCCC(C(=O)NCCN(C)Cc2ccccc2)C1 (stereo not drawn) | -3 | 3 | 10 | 4 | -2 | -7 | -4.0 | 3
CCN1CCN(C(=O)CCN2C(=O)c3ccccc3C2=O)CC1 | -2 | -24 | 0 | -17 | 1 | 8 | 23 | 8
COc1cc2c(C(=O)O)c(C)n(C)c2c2ccccc12 | -2 | 14 | -20 | -21 | 6 | 8 | -0.1 | -20
COc1ccccc1/C=C/C=N/n1c(C)nnc1C | -3 | -3 | 7 | -17 | 2 | 8 | 1.4 | -1
CC1(C)C(=O)N(c2ccccc2)C(=O)c2ccccc21 | -3 | 6 | -14 | 0 | 0 | 20 | 0.2 | 7
Cc1cccc(C)c1NC(=O)CN(C)C(=O)/C=C/c1cccs1 | -2 | 6 | -9 | -1 | -1 | 12 | 0.3 | 24
COc1ccccc1N1CCN(Cc2ccco2)CC1 | -5 | 10 | 0 | -8 | -1 | -2 | 2.2 | -4
CCSc1nc2ccccc2c(=O)n1Cc1ccc(F)cc1 | -1 | 1 | 11 | 0 | -1 | -23 | 2.4 | 21
CCOCCc1nn2c(=O)cc(CSCC(=O)Nc3cc(C)cc(C)c3)nc2s1 | 0 | -17 | 5 | -5 | -5 | 6 | 0.0 | 13
Cc1ccc(OCC(O)Cn2c(=N)n(Cc3ccccc3)c3ccccc32)cc1 (stereo not drawn) | 2 | -46 | 2 | 11 | 1 | 7 | -2.5 | 67*
CCC(C)c1ccc(S(=O)(=O)N2CC(=O)Nc3ccccc32)cc1 (stereo not drawn) | -1 | 11 | -9 | 7 | 0 | 24 | -1.5 | 7
Cn1c(C(=O)N2CCCC(Nc3ccc(F)cc3)C2)cc2ccccc21 (stereo not drawn) | 0 | 6 | 15 | 5 | -1 | 25 | -2.3 | 15
CCn1c(=O)c([N+](=O)[O-])c(NCc2ccco2)c2ccccc21 | -1 | 18 | 10 | -1 | 0 | 8 | -1.3 | 20
Cc1c(NC(=O)CCCOc2ccccc2)cccc1[N+](=O)[O-] | 7 | -7 | 13 | -17 | 0 | 11 | 0.3 | -5
CCCCCC(=O)Nc1nnc(CCc2ccccc2)s1 | -1 | -1 | -8 | 0 | -2 | 4 | -0.3 | 10
COc1ccc(OC)c(C(C)NC(=S)Nc2ccc(S(=O)(=O)Nc3ncccn3)cc2)c1 (stereo not drawn) | 3 | 5 | 5 | 13 | -4 | -1 | 1.1 | 9
O=C(COc1ccc(Br)cc1Cl)NC(=O)NCc1ccccc1 | -3 | 4 | 5 | 7 | -5 | 9 | 2.1 | -21
COc1ccccc1/C=N/NC1=NCCCCC1 | -4 | 4 | 6 | -14 | 0 | 0 | 1.7 | 26
CN(Cc1cn(C)nc1-c1cccc(Cl)c1)CC1CCCCO1 (stereo not drawn) | -3 | 9 | 5 | -29 | -3 | 6 | -1.3 | -5
O=C(Nc1ccc(Br)cc1)/C(=C/c1cccc([N+](=O)[O-])c1)NC(=O)C1CCCCC1 | -3 | 3 | -9 | -5 | -2 | 13 | -0.7 | -1
O=C(c1cc(S(=O)(=O)N2CCOCC2)ccc1F)N(CCc1ccccc1)Cc1ccccc1 | -3 | -34 | -45 | -13 | -1 | 29 | -0.7 | -16
CC1CN(C(=O)c2cc(S(=O)(=O)N3CCCC3)c(Cl)cc2Cl)CC(C)O1 (stereo not drawn) | -6 | 19 | -13 | -16 | -3 | -4 | -0.7 | 13
CCC(CC)c1nnc(NC(=O)CCc2ccccc2OC)s1 | 1 | 8 | 3 | 19 | -4 | -11 | 1.2 | 4
O=S(=O)(NCCc1ccccn1)c1cc(Cl)cc(Cl)c1O | 2 | -8 | -8 | 5 | -1 | 18 | 0.4 | -41
CC1CCc2c(sc3ncnc(NCc4cccnc4)c23)C1 (stereo not drawn) | -4 | -14 | 14 | 3 | 3 | 22 | 1.1 | 13
C#CCN1CC(C)/C(=N/O)CC1C (stereo not drawn) | 1 | 8 | -2 | -13 | -2 | -1 | -1.0 | -17
COCCNC(=O)c1cccc(Nc2nc(-c3ccccc3)c3cc(Cl)ccc3n2)c1 | -2 | 0 | 26 | -1 | 12 | 42 | 1.0 | 47

Taken from above (13 entries):
SMILES | APJ agonist | 697 NFkB inh | APJ antagonist | Jurkat NFkB inh | UPR XBP1 act | tim23-1 inh | UPR CHOP act | Mdm2 MdmX PPI
CCn1c(=O)c([N+](=O)[O-])c(NCc2ccco2)c2ccccc21 | -1 | 18 | 10 | -1 | 0 | 8 | -1.3 | 20
Cc1c(NC(=O)CCCOc2ccccc2)cccc1[N+](=O)[O-] | 7 | -7 | 13 | -17 | 0 | 11 | 0.3 | -5
CCCCCC(=O)Nc1nnc(CCc2ccccc2)s1 | -1 | -1 | -8 | 0 | -2 | 4 | -0.3 | 10
COc1ccc(OC)c(C(C)NC(=S)Nc2ccc(S(=O)(=O)Nc3ncccn3)cc2)c1 (stereo not drawn) | 3 | 5 | 5 | 13 | -4 | -1 | 1.1 | 9
O=C(COc1ccc(Br)cc1Cl)NC(=O)NCc1ccccc1 | -3 | 4 | 5 | 7 | -5 | 9 | 2.1 | -21
COc1ccccc1/C=N/NC1=NCCCCC1 | -4 | 4 | 6 | -14 | 0 | 0 | 1.7 | 26
CN(Cc1cn(C)nc1-c1cccc(Cl)c1)CC1CCCCO1 (stereo not drawn) | -3 | 9 | 5 | -29 | -3 | 6 | -1.3 | -5
O=C(Nc1ccc(Br)cc1)/C(=C/c1cccc([N+](=O)[O-])c1)NC(=O)C1CCCCC1 | -3 | 3 | -9 | -5 | -2 | 13 | -0.7 | -1
O=C(c1cc(S(=O)(=O)N2CCOCC2)ccc1F)N(CCc1ccccc1)Cc1ccccc1 | -3 | -34 | -45 | -13 | -1 | 29 | -0.7 | -16
CC1CN(C(=O)c2cc(S(=O)(=O)N3CCCC3)c(Cl)cc2Cl)CC(C)O1 (stereo not drawn) | -6 | 19 | -13 | -16 | -3 | -4 | -0.7 | 13
CCC(CC)c1nnc(NC(=O)CCc2ccccc2OC)s1 | 1 | 8 | 3 | 19 | -4 | -11 | 1.2 | 4
O=S(=O)(NCCc1ccccn1)c1cc(Cl)cc(Cl)c1O | 2 | -8 | -8 | 5 | -1 | 18 | 0.4 | -41
CC1CCc2c(sc3ncnc(NCc4cccnc4)c23)C1 (stereo not drawn) | -4 | -14 | 14 | 3 | 3 | 22 | 1.1 | 13
